# High-throughput results deposited in PubChem BioAssay by Sanford-Burnham Center for Chemical Genomics.
# APJ agonist = activates the human apelin receptor APJ; actives 0.11% (n = 330,000); CHO-K1 APJ PathHunter beta-arrestin, luminescence; 0% DMSO wells, 100% apelin; P35414; activation, % at 20 µM;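 active = activation more than six SD over the plate average, tested at 20 µM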;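 note: 0% = DMSO alone and 100% = apelin-13 at 10 nM; some results filed as inactive read as strong as hits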
#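 Assay system: CHO-K1 cells stably expressing ProLink-tagged human APJ and arrestin–beta-gal acceptor. Compound dosing: 20 µM single point, 1% DMSO. Times: 16-18 h seeding, 90 min dark compound exposure, 60 min detection. Detection: beta-gal luminescence. Evaluation: APJ–arrestin association signal. Controls: negative DMSO alone, positive Apelin-13 at 10 nM.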
# EBI2 block = antagonists of human EBI2 receptor; AID 651636; P32249; actives 0.81% (n = 360,000); inhibition, % at 5 µM; EBI2 beta-arrestin recruitment, luminescence, 7a,25-OHC stimulated; in the data active = inhibition above about 38%;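 note: enzyme fragment complementation signal reports receptor beta-arrestin coupling in cells; 0% = agonist plus DMSO wells and 100% = wells without agonist; some results beyond the cut were filed as inactive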
# Mdm2-MdmX inh = disrupts the human Mdm2-MdmX interaction; actives 3% (n = 330,000); AID 485346; inhibition, % at 8 µM; SaOS-2 split-luciferase Mdm2/MdmX complementation, luminescence;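 active = inhibition of at least 50% at 8 µM in the primary screen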
# Target sequence (O15151 whole entry, looked up): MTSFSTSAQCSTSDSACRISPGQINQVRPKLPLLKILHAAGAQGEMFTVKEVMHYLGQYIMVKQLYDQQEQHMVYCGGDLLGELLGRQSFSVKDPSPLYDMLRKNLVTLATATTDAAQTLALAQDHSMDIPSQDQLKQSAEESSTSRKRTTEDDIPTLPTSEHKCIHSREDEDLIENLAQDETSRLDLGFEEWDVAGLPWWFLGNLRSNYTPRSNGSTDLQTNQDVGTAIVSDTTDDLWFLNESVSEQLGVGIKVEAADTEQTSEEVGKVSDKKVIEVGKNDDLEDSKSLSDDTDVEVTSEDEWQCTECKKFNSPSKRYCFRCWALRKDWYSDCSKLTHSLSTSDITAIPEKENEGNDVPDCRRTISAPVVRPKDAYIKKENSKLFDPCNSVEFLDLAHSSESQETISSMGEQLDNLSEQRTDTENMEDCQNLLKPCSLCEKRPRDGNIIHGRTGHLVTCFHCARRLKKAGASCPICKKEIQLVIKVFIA
# Target sequence (Q00987 whole entry, looked up): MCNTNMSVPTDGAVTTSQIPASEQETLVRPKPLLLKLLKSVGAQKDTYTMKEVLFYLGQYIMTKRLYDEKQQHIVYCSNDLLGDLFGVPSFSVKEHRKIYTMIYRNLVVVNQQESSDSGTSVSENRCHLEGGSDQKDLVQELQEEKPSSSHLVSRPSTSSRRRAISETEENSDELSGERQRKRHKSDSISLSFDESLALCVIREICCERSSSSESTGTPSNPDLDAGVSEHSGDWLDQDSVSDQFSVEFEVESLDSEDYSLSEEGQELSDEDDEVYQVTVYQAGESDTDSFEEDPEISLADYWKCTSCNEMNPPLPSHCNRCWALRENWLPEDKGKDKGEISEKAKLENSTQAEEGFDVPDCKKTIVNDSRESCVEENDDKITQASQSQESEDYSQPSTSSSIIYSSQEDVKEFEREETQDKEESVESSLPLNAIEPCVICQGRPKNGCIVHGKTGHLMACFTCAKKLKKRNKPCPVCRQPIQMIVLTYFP
# CHOP UPR activ = apoptotic UPR (CHOP) activation; CHO-CHOP luciferase reporter, luminescence; percent of tunicamycin response over DMSO baseline; activation, % at 10 µM; actives 0.34% (n = 330,000);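 active = at 10 µM dose, activation of 40% or more, normalized to positive control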;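 note: 100% = tunicamycin at 10 µg/mL and 0% = DMSO alone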
#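 Evaluation: % reporter activation, DMSO baseline versus tunicamycin full activation; System: CHO-CHOP luciferase reporter cell line; Input: 500 cells/well; Incubation: 6 h compound treatment, 37 °C; Measured by: Steady-Glo luciferase luminescence; Dosing: one dose, 10 µM in 0.5% DMSO; Buffer or medium: F12 medium, 10% FBS; Benchmarks: positive tunicamycin 10 µg/mL, negative DMSO alone.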
# XBP1 UPR activ = activators of adaptive arm of unfolded protein response (XBP1); CHO-XBP1 luciferase reporter, IRE1-XBP1 UPR activation, luminescence; percent of tunicamycin response, DMSO as zero; activation, % at 20 µM; actives 0.33% (n = 330,000); AID 463104;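 active = versus positive control, 20 µM dose yields 30% or more activation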;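 note: 100% = tunicamycin at 10 µg/mL and 0% = DMSO only wells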
#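 Material – CHO cell line with stable XBP1 luciferase reporter · Buffer or medium – F12 plus 10% FBS · Compound – single point, 20 µM final compound, 1% DMSO · Schedule – 16-18 h cell attachment at 37 °C, then 6 h compound exposure · Signal – Steady-Glo luminescence read · Benchmarks – high control tunicamycin 10 µg/mL final, low control DMSO vehicle only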
# APJ antagonist = antagonists of human APJ apelin receptor | P35414 | CHO-K1 APJ beta-arrestin complementation, luminescence | inhibition, % at 20 µM | actives 0.32% (n = 330,000) | AID 2521;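 active = inhibition above about 40% at 20 µM, limit read from the data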;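 note: cells challenged with 10 nM apelin-13 agonist together with compound; plate controls were apelin-13 plus DMSO wells for no effect and DMSO wells lacking apelin-13 for full effect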
# CXCR6 inh = CXCR6 (human) receptor inhibition; CHO-K1 PathHunter CXCR6 beta-arrestin, luminescence; AID 602244; inhibition, % at 20 µM; O00574; actives 0.36% (n = 360,000); in the data active = inhibition above about 34%, passing the limit was not always enough;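 note: antagonist mode with CXCL16 agonist at 10 nM final; 0% = 10 nM CXCL16 with DMSO and 100% = unstimulated wells without agonist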
# tim23-1 inh = tim23-1 yeast growth inhibition; inhibition, % at 20 µM; actives 1.3% (n = 330,000); S. cerevisiae tim23-1 growth, BacTiter-Glo luminescence, 24 h;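 active = growth inhibition of the mutant yeast at or above 50%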;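 note: temperature-sensitive mutant grown at 25 °C; plate controls were DMSO-treated mutant yeast for no effect and medium wells lacking yeast for full effect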
# CCR6 antagonist = antagonists of human CCR6 receptor; inhibition, % at 20 µM; CHO-K1 CCR6 PathHunter beta-arrestin, luminescence, CCL20-stimulated; actives 0.49% (n = 340,000); P51684;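 active = compounds whose inhibition of the agonist-driven luminescence signal at 20 µM reaches about 50%, limit read from the data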;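 note: cells stimulated with CCL20 at 14 nM final; plate controls were DMSO with CCL20 for no effect and DMSO without agonist for full effect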
# Numbers without * were called inactive; . = not tested or not shown. Only part of the results is shown, so the mix of outcomes need not match the whole.
SMILES,APJ agonist,EBI2 block,Mdm2-MdmX inh,CHOP UPR activ,XBP1 UPR activ,APJ antagonist,CXCR6 inh,tim23-1 inh,CCR6 antagonist
Cc1ccc(N2CC(C(=O)OCC(=O)C(C)(C)C)CC2=O)cc1 (stereo not given),-2.9,-6.5,9.2,-0.7,-4.0,8.2,0.1,30.4,8.4
COc1ccccc1NS(=O)(=O)c1cn(C)cn1,-3.0,-14.2,-13.6,-0.2,-1.9,15.0,-6.0,-1.2,2.1
CC(C)N1CCN(CC2COc3ccccc3O2)CC1 (stereo not given),-2.6,-3.0,-45.5,0.3,2.6,6.8,-1.1,22.7,1.1
CCOc1ccc(OCCC(=O)OCC(=O)NC2CC2)cc1,-1.4,-2.3,17.7,0.5,-1.2,18.7,-3.8,14.7,-6.3
Cc1ccc(S(=O)(=O)N(C)C)cc1NC(=O)C1CCCC1,-0.9,-2.4,5.7,2.1,-3.7,-17.4,-8.5,4.7,-3.2
Cc1ccc(C(=O)n2nc(-c3cccnc3)nc2N)cc1,-4.7,-4.7,-0.1,-0.5,0.3,-7.7,5.1,14.6,3.9
O=C(CN1C(=O)CS/C1=C\c1nc(-c2ccc(Cl)cc2)cs1)Nc1cccnc1Cl,0.8,4.0,78.6*,1.3,12.7,-3.8,-1.6,-16.7,-10.3
CC(C)[C@]1(c2ccc(Cl)cc2)ON(c2ccccc2C(F)(F)F)C1=O,-2.7,.,68.0*,3.3,-1.0,-12.4,.,15.6,.
CCOc1ccc(N(CC(=O)NN=C2CCCC2)S(C)(=O)=O)cc1,-2.8,-14.5,23.7,-1.2,-6.7,13.5,-7.8,17.7,10.1
CN1CCN(C(=O)c2ccc(Cl)cc2)CC1,0.1,-0.8,18.4,0.5,-0.5,-5.6,3.5,0.5,3.7
COC(=O)c1csc(S(=O)(=O)N2CCOCC2)c1OC,1.4,-7.7,34.7,-0.3,-3.3,9.8,-5.5,-6.2,-6.0
Cc1ccc(-n2nc(C)c(C(C)(O)C(F)(F)F)c2N)cc1 (stereo not given),-2.8,-18.1,12.7,1.1,-1.6,15.4,-1.6,0.6,9.9
COc1cc(C(=O)Nc2ccc3nc(N4CCN(C)CC4)cc(C)c3c2)cc(OC)c1OC,-3.2,0.3,53.0*,-2.7,1.7,-19.7,-6.5,12.9,9.9
CC(NC(=O)COC(=O)c1ccc2c(=O)n3c(nc2c1)CCCCC3)c1ccccc1 (stereo not given),-2.8,7.5,-13.2,3.1,-0.5,5.1,-4.5,2.8,8.8
O=C(c1ccc2c(=O)n(Cc3ccc4c(c3)OCO4)c(=S)[nH]c2c1)N1CCCCC1,-4.7,4.5,-5.0,3.8,-1.0,25.4,3.9,-29.6,25.4
COc1cccc(C(=O)COc2ccc3ccc(=O)oc3c2)c1,-1.4,0.2,-13.5,2.1,8.0,-1.2,-4.6,-21.6,-6.8
COC(=O)CSc1[nH]c2ccccc2c1[N+](=O)[O-],-5.1,-10.4,-2.1,-0.3,-0.8,28.3,11.9,-5.7,28.7
CN(C)S(=O)(=O)N(CC(=O)N1CCN(c2ccccc2)CC1)c1ccccc1,-2.9,-9.3,-25.4,0.1,-2.5,-6.9,0.3,18.2,-5.0
CC(=O)c1ccc(N=C2C(=O)Nc3ccccc32)cc1,-18.9,4.2,-11.8,-2.0,-3.1,104.4*,69.1*,-7.2,-0.5
CN(C)S(=O)(=O)c1ccc(C(=O)Nc2ccc(Cl)cc2)cc1,0.1,53.2*,-9.3,4.2,-1.6,-64.7,1.2,40.0,-3.5
CCOc1ccccc1NC(=O)COC(=O)c1ccc(S(=O)(=O)N2CCCC2)cc1,8.0,7.3,-6.4,0.0,-2.2,2.8,0.7,8.2,-5.1
COc1ccc(C(C(=O)NC2CCCC2)N(CCCO)C(=O)c2snc(C(N)=O)c2N)cc1 (stereo not given),1.5,3.5,-0.6,0.9,-5.2,11.5,14.2,11.5,9.7
CCCS(=O)(=O)NCCc1cc2ccc(OC)cc2[nH]c1=O,-0.7,-0.8,-3.1,2.7,-1.2,20.1,-3.5,0.6,-12.5
O=C(Nc1ccc(Br)cc1)N1CCCCC1,-1.3,-2.7,-43.2,2.8,1.6,8.2,-0.2,7.2,-2.5
CCCC(=O)Nc1c(C(=O)OCC)oc2ccccc12,-2.6,3.0,-3.0,-0.3,-1.9,15.3,3.9,9.9,0.6
CCCN(CC(=O)Nc1ccccc1C)C(=O)COc1c(Cl)cccc1Cl,-6.1,3.4,33.1,-1.7,-1.0,12.0,-4.5,12.2,3.7
COc1ccccc1/C=N/NC(=O)CN(C1=NS(=O)(=O)c2ccccc21)c1ccccc1,1.2,9.4,0.1,-0.7,-0.5,-3.6,11.7,3.9,17.8
CN1c2ccsc2C(O)=C(C(=O)Nc2ccccc2)S1(=O)=O,8.3,6.3,-16.2,1.0,1.0,-20.7,0.1,11.4,-0.1
C/C(CCc1ccc2c(c1)OCO2)=N\N=C(/N)SC1CC(=O)N(c2ccc(Cl)cc2)C1=O (stereo not given),-3.3,0.0,9.7,-0.7,-3.6,-10.3,-10.7,35.3,-7.2
COc1ccc(C(=O)/C(=C/c2cccs2)c2nc3ccccc3o2)cc1,-2.2,12.4,33.5,1.4,-1.6,2.1,-2.7,52.6*,19.6
CCC(CC)C(=O)NCc1ccccc1OC,-2.2,-8.0,10.9,-1.0,-1.8,-16.8,2.6,10.5,-15.1
C=CC[C@@H]1C=C(C)C[C@H](C)C[C@H](OC)[C@H]2O[C@@](O)(C(=O)C(=O)N3CCCC[C@H]3C(=O)O[C@H](/C(C)=C/[C@@H]3CC[C@@H](O)[C@H](OC)C3)[C@H](C)[C@@H](O)CC1=O)[C@H](C)C[C@@H]2OC,0.8,.,16.0,1.3,-5.4,-1.3,.,68.3*,.
CC(=O)C1=C(O)C(=O)N(Cc2cccnc2)C1c1ccc(Cl)cc1 (stereo not given),-5.5,-4.4,-0.1,-1.5,2.7,19.0,-8.1,5.3,2.4
O=C1N/C(=C\c2ccc(O)cc2)C(=O)c2ccccc21,3.0,0.3,-0.9,7.2,2.4,-5.5,3.6,40.1,32.6
CCCc1nnc(NC(=O)Cn2c(=O)oc3cc(Br)ccc32)s1,-2.6,-8.6,17.8,-1.5,-0.3,22.9,-4.6,-0.4,-34.0
COc1ccc(C2(C)NC(=O)N(CC(=O)NC(C)c3ccc(CC(C)C)cc3)C2=O)cc1 (stereo not given),2.2,8.7,21.3,0.5,-6.1,-5.4,3.5,9.4,-8.4

# 2 compounds from above, limited to EBI2 block, tim23-1 inh and APJ antagonist:
structure,EBI2 block,tim23-1 inh,APJ antagonist
COc1ccc(C2(C)NC(=O)N(CC(=O)NC(C)c3ccc(CC(C)C)cc3)C2=O)cc1 (stereo not given),8.7,9.4,-5.4
CCCc1nnc(NC(=O)Cn2c(=O)oc3cc(Br)ccc32)s1,-8.6,-0.4,22.9

# (further entries)
SMILES,APJ agonist,EBI2 block,Mdm2-MdmX inh,CHOP UPR activ,XBP1 UPR activ,APJ antagonist,CXCR6 inh,tim23-1 inh,CCR6 antagonist
CCOC(=O)[C@@H]1[C@H]2COc3ccc(Br)cc3[C@H]2N2C(=O)N(c3cccc(F)c3)C(=O)[C@]12C,9.9,8.2,14.8,-0.6,1.8,3.6,-3.8,0.6,13.2
COc1ccc(CCN2C(=O)CC(NCCc3ccc(S(N)(=O)=O)cc3)C2=O)cc1OC (stereo not given),-1.4,1.5,-21.5,-0.3,0.4,4.6,6.8,-6.2,-6.7
COc1ccc(NC(=O)CSc2nnc3ccc(-c4ccncc4)nn23)cc1,-2.7,1.2,22.6,1.6,-1.8,-19.4,2.3,-21.7,-2.9
CCOC(=O)c1sc2ncn(/N=C/N(C)C)c(=O)c2c1C,-1.9,-3.6,-4.6,-1.9,-0.5,21.3,0.9,-4.0,-2.0
COc1cc(/C=N/NC(=O)c2ccccc2)ccc1OS(=O)(=O)c1ccccc1,2.8,8.8,-0.5,0.8,2.1,-6.5,-6.7,14.3,13.1
CCC(=O)OCC(=O)c1cc(C)n(-c2ccc(Br)cc2)c1C,-5.1,3.7,-4.4,0.3,-0.2,17.8,10.9,28.7,13.3
Cc1cc(C(=O)COC(=O)c2ccc(CO)cc2)c(C)n1CC1COc2ccccc2O1 (stereo not given),-0.7,17.3,-1.5,0.2,3.2,3.8,-8.1,24.8,3.3
Cn1c(SCC(=O)N/N=C/c2cccs2)nc2ccccc21,-4.2,-1.9,-0.9,-2.2,0.3,7.6,0.4,14.9,-4.1
COc1ccc2nc(NC(=O)CSc3nc(C)cc(C)n3)sc2c1,-1.2,-4.9,-12.0,2.2,-1.7,12.8,5.2,20.3,3.2
Cn1c(=O)n(C)c2cc(S(=O)(=O)NCc3ccco3)ccc21,2.8,1.4,11.7,-1.5,-3.7,-1.0,-12.2,7.8,12.9
Cc1ccc(-c2cc(C(=O)N3CCCc4ccccc43)c3ccccc3n2)cc1,-6.5,10.3,14.8,2.6,0.8,-4.3,2.1,25.7,14.4
Cn1c(SCC(=O)Nc2nccs2)nnc1-c1ccncc1,-2.1,4.4,-4.8,-0.9,-2.1,4.6,-5.8,-1.1,-5.7
COCCn1c(Cc2ccccc2)nnc1SCC(=O)Nc1cc(C)on1,-4.0,-16.4,9.1,0.5,0.3,4.5,-2.4,-12.3,-1.7
Cc1c(-c2ccccc2)nc(N)c(C#N)c1-c1cccnc1,-1.0,-11.8,26.3,-1.9,2.4,7.9,10.8,18.6,7.2
CCN(CCO)c1cc(Cl)nc(SC)n1,-3.1,-13.0,5.1,-1.0,1.0,22.1,-4.5,8.5,-3.2
COc1ccc(N2CCN(C(=O)C(=O)c3cn(CC(=O)N4CCOCC4)c4ccccc34)CC2)cc1,-2.6,2.3,18.9,1.7,-4.3,-3.0,-3.4,2.2,5.8
CC1=CC(=O)N(c2ccc(C)cc2)C1c1ccc(Cl)cc1 (stereo not given),-4.2,22.4,-2.5,2.6,-1.0,6.6,8.3,28.9,13.5
COc1cccc(Oc2ccc(C(F)(F)F)cc2NC(=O)c2cccc(F)c2)c1,-2.8,-34.5,4.9,0.6,0.2,5.4,6.8,6.9,2.1
Cc1[nH]c2ccccc2c1/C=N/NC(=O)c1cccs1,-1.9,2.5,30.9,0.5,4.0,0.9,-8.6,10.2,11.8
Cc1ccc(N2C(=O)c3ccc(C(=O)N4CCN(Cc5ccccc5)CC4)cc3C2=O)cc1,-1.1,2.0,2.0,-0.7,0.1,-8.4,-15.0,26.2,-4.8
